GalR3 antagonist = human GalR3 antagonism; O60755; inhibition, % at 3 µM; AID 651719; 0.44% of 360,000 active; HEK293 GalR3-CNG cAMP membrane potential fluorescence; galR3 body fused to GalR1 C-terminus;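 active = inhibition above the screen-wide average plus 3 SD, cut at about 13% in these data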;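 also: forskolin and galanin both at EC90 stimulate the cells; cAMP rise reported by CNG channel membrane potential dye signal; 0% = forskolin plus galanin with DMSO and 100% = forskolin alone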
Target sequence (O60755 1-299 limits assumed): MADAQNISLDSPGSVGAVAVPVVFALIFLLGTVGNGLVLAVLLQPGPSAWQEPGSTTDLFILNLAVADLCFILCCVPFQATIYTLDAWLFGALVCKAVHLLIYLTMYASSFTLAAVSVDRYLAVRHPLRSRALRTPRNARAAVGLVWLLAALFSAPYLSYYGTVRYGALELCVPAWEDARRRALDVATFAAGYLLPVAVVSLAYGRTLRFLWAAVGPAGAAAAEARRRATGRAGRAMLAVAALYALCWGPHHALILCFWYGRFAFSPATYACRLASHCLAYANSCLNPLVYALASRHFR
* marks the source's active call; other numbers are inactive results.

GalR3 antagonist,mol
-4,C[C@H]1CN([C@@H](C)CO)C(=O)CCCn2cc(nn2)CO[C@@H]1CN(C)S(=O)(=O)c1ccc(Oc2ccccc2)nc1
-5,OC(c1ccc2c(c1)OCO2)c1ncc(-c2cccc(C(F)(F)F)c2)[nH]1 (centres undefined)
-6,O=C1Cc2cc(S(=O)(=O)N3CCN(c4ccc(C(=O)O)cc4)CC3)ccc2N1
-1,CCCCC[C@H](C)N1C[C@H](COCc2ccccc2)Oc2cc(N3CCC[C@H]3CO)ccc2S1(=O)=O
-2,O=C(NC1CCCCCCC1)c1cccc(S(=O)(=O)N2CCOCC2)c1
-5,COC(=O)C1=C(C)N(C)C(=NCc2ccc3c(c2)OCO3)NC1c1ccc(F)cc1 (centres undefined)
-7,CCOC(=O)C1(C)CCCN(C(=O)c2cccnc2)C1 (centres undefined)
-3,COc1ccc(NC(=O)N(C)C[C@@H]2OCc3cnnn3CCCC(=O)N([C@H](C)CO)C[C@H]2C)c(OC)c1
4,Cc1cccc(C(=O)NC2CC3CCC(C2)N3C)c1 (centres undefined)
-2,c1cc(C2OCCO2)cs1
-7,C[C@@H]1CN([C@H](C)CO)C(=O)CCCn2cc(nn2)CO[C@H]1CN(C)S(=O)(=O)c1ccc(Oc2ccccc2)cc1
-3,Cc1cccc(S(=O)(=O)N(C)C[C@H]2OCc3cnnn3CCCC(=O)N([C@H](C)CO)C[C@@H]2C)c1

New compounds follow
GalR3 antagonist,mol
-8,COc1cccc(C(=O)N[C@@H](Cc2cccnc2)C(=O)N2CCC[C@H]2C(=O)NCCc2ccccc2Cl)c1
-2,OC(c1ccc2ccccc2n1)c1c(Cl)cccc1Cl (centres undefined)
-4,O=C(Cc1ccc([N+](=O)[O-])cc1)Oc1ccccc1
-1,CC1(C(=O)NS(=O)(=O)c2ccc(Cl)cc2)CCN1C(=O)COc1ccc(Cl)cc1 (centres undefined)
-7,Cc1ccc(Cc2c(-c3ccc(F)cc3)nc3cc(C)ccn23)cc1
-4,C[C@@H]1ON(C)[C@H]2C[C@H]3c4[nH]c5ccccc5c4CCN3C(=O)[C@@H]12
-9,O=C(NCC(=O)N1CCCCCCC1)c1ccc(Cl)c(Cl)c1
-7,CC1(C(=O)NCc2cccc3ccccc23)CCN1Cc1ccc(OC(F)(F)F)cc1 (centres undefined)
-4,CN(CCC#N)c1ccc(C=C(C#N)c2ccc(Br)cc2)cc1
3,Cc1nnc(SC(C)C(=O)NC2CCCCC2)s1 (centres undefined)
-6,CCOC(=O)C1=CCN(S(=O)(=O)c2ccccc2F)C1c1ccc(C)cc1 (centres undefined)
0,O=C(CC1CCCC1)N1CCN(S(=O)(=O)c2cccc(Br)c2)CC1

(next part)
GalR3 antagonist,mol
-5,CCc1nc2ccc(C(=O)N3CCN(C)CC3)cn2c1N(C)CCC(C)C
4,Cc1cccc(OCc2nnc(SCC(=O)c3c(N)n(C4CC4)c(=O)[nH]c3=O)o2)c1
-7,CC(C)CN1CC(COCc2ccccc2)Oc2ccccc2S1(=O)=O (centres undefined)
-7,O=S1(=O)CC(N2CCN(CC3CC3)CC2)CN1C1CCCCC1 (centres undefined)
-7,OC(c1ccccc1)(c1ccccc1)C1CCN(CCCOc2ccc(F)cc2)CC1
-6,CSC[C@H]1CN(c2ccc(Br)cc2)C(=O)[C@@H]1CC(=O)Nc1ccccc1
1,O=C(Nc1ccc(Cl)c(S(=O)(=O)N2CCOCC2)c1)c1ccc(Cl)nc1
-3,COc1cccc(C(=O)NCCCNc2nc3cc(C)cc(C)c3cc2C#N)c1
-6,O=C(O)CCCCN1C(=O)C=CC1=O
-4,COc1cccc(CNS(=O)(=O)c2cc(Br)ccc2Br)c1
-6,O=C(CCCn1c(=S)[nH]c2ccsc2c1=O)Nc1ccc(F)cc1
-6,COc1ccc(N=C2C(=S)N(c3ccc(OC)cc3)C(=NS(=O)(=O)c3ccccc3)N2c2ccccc2)cc1

Six entries from above, reformatted.
canonical_smiles	GalR3 antagonist
OC(c1ccccc1)(c1ccccc1)C1CCN(CCCOc2ccc(F)cc2)CC1	-7
CSC[C@H]1CN(c2ccc(Br)cc2)C(=O)[C@@H]1CC(=O)Nc1ccccc1	-6
O=C(Nc1ccc(Cl)c(S(=O)(=O)N2CCOCC2)c1)c1ccc(Cl)nc1	1
COc1cccc(C(=O)NCCCNc2nc3cc(C)cc(C)c3cc2C#N)c1	-3
O=C(O)CCCCN1C(=O)C=CC1=O	-6
COc1cccc(CNS(=O)(=O)c2cc(Br)ccc2Br)c1	-4

Further entries
GalR3 antagonist,mol
3,CCC(=O)N(C)C[C@H]1Oc2cc(Br)ccc2S(=O)(=O)N([C@@H](C)CO)C[C@H]1C
1,NC(=O)C1(Nc2ccc(Cl)cc2)CCCC1
2,COC(=O)[C@@H]1ON2OCC(C)=C3CCCC[C@@]32[C@H]1C(=O)OC
-7,Cc1ccc(S(=O)(=O)N2CCCC(C(=O)NCCc3ccc(Cl)cc3)C2)cc1 (centres undefined)
-1,CS(=O)(=O)c1ccc(S(=O)(=O)N2CCN(C(=O)C(O)c3ccccc3)CC2)cc1 (centres undefined)
-5,Cc1ccc(CN2CC(C(=O)Nc3ccc(C)c(S(=O)(=O)N4CCCCC4)c3)CC2=O)cc1 (centres undefined)
-6,CCCCNC(=O)C1C(c2ccc(C(F)(F)F)cc2)=Nc2ccccc2N1C(=O)c1cccc2ccccc12 (centres undefined)
-1,O=C(/C=C/[C@H]1O[C@@H](n2cnc3c(NC(=O)c4ccccc4)ncnc32)[C@H](O)[C@@H]1O)NCc1cccc2ccccc12
-5,COc1ccc(C(C)(O)c2nc(-c3ccc(C)c(C)c3)cs2)cc1 (centres undefined)
-7,CCc1cc2c(nc1CC)CCCN2S(=O)(=O)c1ccc(C(F)(F)F)cc1
-4,CNc1ncnc2c1ncn2[C@H]1CN(Cc2ccc(OC)cc2)C[C@@H](CO)O1
-2,CC(Oc1ccccc1F)C(=O)NNC(=O)c1ccc(-n2cncn2)c([N+](=O)[O-])c1 (centres undefined)

(cont.)
GalR3 antagonist,mol
-5,CCN(CC(=O)Nc1ccc(NC(C)=O)cc1)C(=O)c1cccc(N2C(=O)c3ccccc3C2=O)c1
-3,CC1(C(=O)NS(=O)(=O)C2CC2)CCN(C(=O)c2c(F)cccc2F)C1 (centres undefined)
3,Cc1ccc(S(=O)(=O)N2CCN(C(=O)c3cc(C4CC4)nn3-c3ccccc3)CC2)cc1
0,COCCNC(=O)C1(C)CCCN(C(=O)c2ccc(F)c(Cl)c2)C1 (centres undefined)
-4,NS(=O)(=O)c1ccc(NCc2cnc3ccccc3c2)cc1
-7,COCC1CCN(C(=O)c2ccc3oc(C(C)C)nc3c2)C1 (centres undefined)
-5,COc1ccc(Cc2c(-c3ccc(C#N)cc3)nc3c4ccccc4ccn23)c(C)c1
0,C[C@@H](CO)NC(=O)c1nc[nH]c1C(=O)N[C@H](C)c1ccccc1
-1,COc1ccc(-c2cn(CC[C@@H]3CC[C@H](NC(=O)Cc4ccccn4)[C@@H](CO)O3)nn2)cc1
-8,Cc1ccc(F)c(S(=O)(=O)NC(=O)C2(C)CCN2C(=O)CCC2CCCC2)c1 (centres undefined)
3,COc1ccc2c(CN3CCCCC3)cc(=O)oc2c1
-5,COc1ccc(C(O)C(O)(C(=O)OC(C)C)c2ccc(C)cc2)cc1 (centres undefined)

Next part:
GalR3 antagonist,mol
-8,CC(C)(C)c1ccc(CC(=O)N2CCC2(C)C(=O)Nc2cnc3ccccc3c2)cc1 (centres undefined)
-4,COc1ccc(CNC(=O)C[C@H]2C[C@H](C(=O)N3CCOCC3)[C@@]3(CCC4CCCC4)c4[nH]c5ccc(Cl)cc5c4CCN3C2=O)cc1OC
2,O=C1NC(=O)C(c2ccccc2)(C2CCCC2)N1 (centres undefined)
-4,O=C(COC(=O)c1ccc(F)cc1F)Nc1cccc(S(=O)(=O)N2CCOCC2)c1
-6,CCCCN1CC(N2CCN(C)CC2)CS1(=O)=O (centres undefined)
-5,C=CCN(c1ccccc1OC)S(=O)(=O)c1cccc(C(=O)NCc2cccs2)c1
-5,Cc1ccc(S(=O)(=O)N2CCOCC2)cc1NC(=O)Cn1c(=O)ccn(Cc2ccccc2)c1=O
-7,Cc1ccccc1C(=O)N[C@H](C(=O)N1CCC[C@H]1C(=O)NCCc1ccccc1Cl)C(C)C
-4,CC(C)NC(=O)Nc1nnc([C@H]2C[C@H](O)[C@@H](CO)O2)s1
-5,COc1ccc(OC)c(NS(=O)(=O)c2ccc(-n3cccn3)cc2)c1
-8,COc1cccc(C2=NN(C(=O)C3CC3)C(O)(C(F)(F)F)C2)c1 (centres undefined)
-4,NS(=O)(=O)c1ccc(S(=O)(=O)N2CCCC(c3ccccc3)C2)cc1 (centres undefined)

Other results
GalR3 antagonist,mol
-4,CN(CCc1ccccn1)C(=O)[C@@H](Cc1ccccc1)NC(=O)[C@H]1O[C@@H](n2ccc(=O)[nH]c2=O)[C@H](O)[C@@H]1O
-4,Nc1c(-c2ccc(F)cc2)nc2ncccn12
-1,CCC(c1nnnn1-c1ccc2c(c1)OCCO2)N1CCN(C(=O)c2ccco2)CC1 (centres undefined)
-1,COC(=O)Cc1nnn2c1[C@H](C)[C@@H](OC)c1ccccc1-2
-7,CCOC(=O)c1cc(-c2sc(NC(=O)c3ccccc3)nc2C)n(CCO)n1
0,CC(=O)N(C)[C@H]1C[C@@H](c2ccccc2)N(C(C)=O)C[C@H]1CO
-4,COc1ccc(-c2nc3ccc(C)cn3c2Cc2ccsc2)cc1OC
-7,CC(C)(C)C(=O)c1c(N)[nH]c(C(=O)c2ccccc2)c1-c1c(F)cccc1F
0,O=C1CCC/C1=c1\s/c(=C/c2cccnc2)c(=O)n1-c1ccccc1
-7,COC(=O)C1(C(=O)OC)CCCCN(S(=O)(=O)c2ccc(C)cc2)CCC1
2,O=C(/C=C/[C@H]1O[C@@H](n2cnc3c(NC(=O)c4ccccc4)ncnc32)[C@H](O)[C@@H]1O)NCCc1ccc(F)cc1
-1,O=C(NCc1ccccc1)c1ccc(CS(=O)Cc2cccc(Cl)c2)o1 (centres undefined)

The results go on:
GalR3 antagonist,mol
-5,CC(C)N1CC2(CC(c3ccccc3C(F)(F)F)=NO2)CN1C(=O)c1ccco1 (centres undefined)
-6,O=[N+]([O-])c1ccc(NN=Cc2cccc(O)c2)nc1
-4,O=c1ccn(Cc2ccccc2)c(SCc2ccccc2)n1
-5,CCOC1=C(C#N)CC2(CC1)c1ccccc1-c1ccccc12
-6,COCCNC(=S)N(C)[C@H]1C[C@H]2c3[nH]c4c(-c5ccccc5)cccc4c3CCN2C(=O)[C@H]1[C@H](C)O
-8,O=C1NC(=O)/C(=C\c2ccc(Cl)cc2Cl)N1
-7,COc1ccc(-c2cc3ccccc3c(=O)o2)cc1
-7,CC(C)(C)C(c1nc2ccccc2[nH]1)n1c(Cc2csc3ccccc23)nc2ccccc21 (centres undefined)
-6,CCCNC(=O)C1(C)CCN(C(=O)Cc2ccc3ccccc3c2)C1 (centres undefined)
-7,CCC(c1nc2ccccc2[nH]1)N(CCCn1ccnc1)C(=O)c1ccc(C(F)(F)F)cc1 (centres undefined)
-6,CCC(=O)N1Cc2cc(C(=O)NCC(F)(F)F)nc(-c3cccc(-c4cncnc4)c3)c2[C@@H]1CCO
-2,COc1ccc(OC)c(NC(=O)C2CC(=O)N(Cc3ccco3)C2)c1 (centres undefined)

Going on with the list:
GalR3 antagonist,mol
-4,Cc1ccc(CNCCCn2cnc(C(=O)Nc3ccc(C)c(C)c3)n2)o1
-4,COc1ccc(-c2ccccc2[C@H]2[C@@H]3C=CC[C@@H](C)[C@@H]3C(=O)N2Cc2ccccc2)cc1
-9,Cc1cc(NC(=O)c2cc3ccccc3o2)no1
-1,COC(=O)/C=C1\OCc2ccc(C)cc21
-2,COC12CC(=O)C(C(C)=O)=C(O)C1(C)c1c(O)c(C)c(O)c(C(C)=O)c1O2 (centres undefined)
5,O=C(NC(c1ccc(Cl)cc1)c1cnccn1)C1CCN(CCOc2ccc(F)cc2)CC1 (centres undefined)
-6,CCCCn1c2nc3ccccc3nc2c2c(=O)n(CC(C)C)cnc21
-5,O=CN(Cc1nc2ccccc2[nH]1)c1ccc(C(=O)O)cc1
-7,Cc1onc(-c2c(F)cccc2Cl)c1C(=O)OCC(=O)N(C)c1ccccc1
-6,CC(=O)Nc1cccc(-c2ccnc3c2CC(C)(C(=O)Nc2ccc(F)c(Cl)c2)O3)c1 (centres undefined)
-5,Cc1cccc(NC(=O)c2ccc(NS(=O)(=O)c3cccc4cccnc34)cc2)c1
-5,CCCNC(=O)C1(C)CCCN(C(=O)c2cccnc2Oc2ccccc2)C1 (centres undefined)

Remaining list, next part
GalR3 antagonist,mol
-3,CC(=O)N1CCN(C(=O)c2cc(S(=O)(=O)N(C)Cc3ccccc3)ccc2Cl)CC1
-8,Clc1ccc(-c2nc3ccc(Cl)cn3c2Cc2ccccc2)cc1
-5,Cc1ccc(Cc2c(-c3cccc(Cl)c3)nc3cc(C)c(Br)c(C)n23)cc1
-4,COc1cccc(C(=O)N2CCC[C@@H]2C(=O)N2CCC[C@@H]2C(=O)NCc2ccccc2Cl)c1
-7,COc1ccc(-c2csc(C(O)c3cccnc3)n2)cn1 (centres undefined)
6,COc1ccc(Cc2c(-c3ccco3)nc3ccc(Br)cn23)c(C)c1
-8,CCCc1c(C(=O)N/N=C/c2ccoc2)nnn1-c1nonc1N
-10,COc1cc(CNC(=O)c2cc(-c3cc(Cl)ccc3OC)n[nH]2)cc(OC)c1

Shown as comma-separated lines: part of the list above.
compound,GalR3 antagonist
Clc1ccc(-c2nc3ccc(Cl)cn3c2Cc2ccccc2)cc1,-8
Cc1ccc(Cc2c(-c3cccc(Cl)c3)nc3cc(C)c(Br)c(C)n23)cc1,-5
COc1cccc(C(=O)N2CCC[C@@H]2C(=O)N2CCC[C@@H]2C(=O)NCc2ccccc2Cl)c1,-4
COc1ccc(-c2csc(C(O)c3cccnc3)n2)cn1 (centres undefined),-7
COc1ccc(Cc2c(-c3ccco3)nc3ccc(Br)cn23)c(C)c1,6
CCCc1c(C(=O)N/N=C/c2ccoc2)nnn1-c1nonc1N,-8
COc1cc(CNC(=O)c2cc(-c3cc(Cl)ccc3OC)n[nH]2)cc(OC)c1,-10

Some of the compounds tested; the hit share may differ from the screen's.
